MEKK2mut PB1 HTS: signal of MEK5 binding to mutant human MEKK2 PB1 domain | bead flow cytometry, Alexa488-MEK5 binding to MEKK2 mutant | percent response, % at 10 µM | 290,000 compounds, 0.35% hits; in the data active = percent response above about 24%, passing the limit was not always enough; also: inactives centre near 1; some results filed as inactive read as strong as hits
VIM-2 inhibitor: inhibitors of Pseudomonas aeruginosa VIM-2 metallo-beta-lactamase | inhibition, % at 5.6 µM | purified VIM-2, nitrocefin hydrolysis, epi-absorbance fluorescence | 290,000 compounds, 0.89% hits;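 active = inhibition above the mean of all tested compounds plus 3 SD, cutoff set per screening run, cut at about 7.5% in these data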;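 also: red hydrolysis product quenches plate fluorescence so inhibitors raise well fluorescence; 0% = enzyme with DMSO and 100% = DMSO without enzyme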
MEKK2 WT-MEK5: raises or lowers MEK5 binding to wildtype human MEKK2 PB1 domain. Q9Y2U5. binding response (% of control), % at 10 µM. 290,000 compounds, 1.1% hits. bead flow cytometry, Alexa488-MEK5 binding to MEKK2 WT; actives lie on both sides. AID 1531; in the data active = binding response below about 67% or above about 130%
IMP-1 inhibitor: blocks Pseudomonas aeruginosa IMP-1 metallo-beta-lactamase; inhibition, % at 5.6 µM; 290,000 compounds, 0.45% hits; purified IMP-1, nitrocefin hydrolysis, epi-absorbance fluorescence;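 active = inhibition above the mean plus 3 SD of all compounds in the same screening run, cut at about 4.5% in these data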;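 also: 0% = IMP-1 with DMSO and 100% = DMSO wells lacking enzyme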
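System: purified IMP-1; amount: IMP-1 0.2 nM before substrate addition; compound: single dose, 5.6 µM; times: 25 °C, 15 min preincubation, 25 min reaction; signal: Epi-absorbance via hydrolysed-nitrocefin quenching of white-plate fluorescence, 480/530 nm, EDTA stop; benchmarks: DMSO with and without IMP-1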
FID counter: displaces DNA intercalator in HCV helicase counter-screen | DNA fluorescent intercalator displacement, fluorescence | inhibition, % at 7.9 µM | 290,000 compounds, 0.17% hits | AID 1845; in the data active = inhibition above about 37%;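 also: 0% = vehicle and 100% = reference compound; higher means more ethidium bromide displaced from hairpin DNA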
M18AAP inhibitor: PfM18AAP enzyme inhibition | 290,000 compounds, 1.2% hits | inhibition, % at 7.35 µM | recombinant PfM18AAP, H-Glu-NHMec fluorogenic cleavage | AID 1822;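 active = inhibition above the campaign mean inhibition over all tested compounds plus 3 SD, cut at about 28% in these data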;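 also: 0% = plate median of test compound wells and 100% = 2 mM ZnCl2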
NALP1 yeast inh: inhibitors of NALP1 inflammasome in yeast; S. cerevisiae NALP1/ASC/caspase-1 growth, X-gal OD620, 72 h; 280,000 compounds, 0.61% hits; inhibition, % at 10 µM; AID 2071; in the data active = inhibition mostly above about 24%, no sharp cut-off; inactive = mostly below about 32%; also: some compounds called inactive have numbers as strong as hits
NS3 helicase inh: inhibitors of Hepatitis C virus NS3 helicase. inhibition, % at 10.9 µM. 290,000 compounds, 0.56% hits. NS3 helicase DNA unwinding, Cy5 molecular beacon fluorescence;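 active = inhibition above the mean of all tested compounds plus 3 SD, set per campaign, cut at about 35% in these data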;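 also: 0% = DMSO wells and 100% = thioflavine S control wells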
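Assay system – hepatitis C virus NS3 helicase domain fragment enzyme · Buffer or medium – MOPS pH 6.5, MgCl2, DTT, Tween20, BSA · Reagent – Cy5/quencher beacon DNA duplex and ATP to start · Compound – single 10.9 µM dose · Timing – 1 h at 25 °C · Technique – Cy5 beacon fluorescence read at start and 1 h · Measure – % inhibition of unwinding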
UBC9 SUMO inh: SUMOylation inhibition; 290,000 compounds, 0.36% hits; inhibition, % at 35 µM; HTRF SUMOylation assay, SAE1/SAE2 + UBC9, in vitro; P63279; AID 2006; in the data active = inhibition above about 50%, passing the limit was not always enough; also: strong numbers were not always called active
Target sequence (P63279 whole entry, looked up): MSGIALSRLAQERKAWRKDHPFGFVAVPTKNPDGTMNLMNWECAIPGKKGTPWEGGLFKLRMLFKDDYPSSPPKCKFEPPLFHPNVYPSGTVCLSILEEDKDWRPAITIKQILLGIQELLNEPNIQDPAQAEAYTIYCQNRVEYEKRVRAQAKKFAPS
Numbers without * were called inactive; / = no result given; [ ] = another dose, or the depositor's remark.

SMILES	VIM-2 inhibitor	IMP-1 inhibitor	FID counter	NALP1 yeast inh	MEKK2 WT-MEK5	M18AAP inhibitor	UBC9 SUMO inh	MEKK2mut PB1 HTS	NS3 helicase inh
O=C1NCCCC1C(=O)Nc1ccccn1 (stereo not drawn)	-1.1	-1.8	2	5	101	1	15	2	-3
CCNC(=S)NCc1ccc(F)cc1	-4.0	-4.0	-11	7	109	9	-23	-1	-8
CC(=O)N/C(=C/c1ccc2c(c1)OCO2)C(=O)NCc1ccccc1	-2.3	-2.2	-4	5	102	0	29	-2	-5
Brc1cc(/C=N/n2cnnc2)oc1Br	-2.9	-2.5	14	-2	94	13	3	-1	-2
CNC(=O)CSc1nnc(COc2ccc([N+](=O)[O-])cc2)n1C	0.5	0.3	-10	13	89	0	21	-10	-4
CCOC(=O)C1=C(C)OC(N)=C(C#N)C1c1cc(C)sc1C (stereo not drawn)	1.5	-2.9	-3	6	102	-1	-16	6	-7
CCCc1cc(C(=O)Cc2ccc(C(=O)OCC)o2)c(O)cc1O	0.7	-2.4	-20	6	98	13	18	0	0
Cc1ccc(NC(=O)CSCC(=O)N2c3ccccc3CCc3ccccc32)cc1	-2.0	-1.6	-30	27	97	-1	15	2	-4
O=C(NC1CCCCC1)C(c1ccncc1)N(C(=O)c1ccco1)c1ccc(F)cc1 (stereo not drawn)	-3.3	-4.2	-30	10	95	2	9	0	2
Cc1ccccc1NC(=S)N1CCN(Cc2ccccc2)CC1	-1.4	-1.0	1	27	93	-3	11	-1	14
CCN(CC)S(=O)(=O)c1cccc(-c2nnc(SCC(=O)NC)n2N)c1	-2.8	-2.9	-3	3	7.0*[inhibitor]	4	12	-17	4
COc1ccc(S(=O)(=O)N(C)CC(=O)Nc2ccc(C(N)=O)cc2)cc1OC	-2.4	-1.4	-5	-5	107	-3	2	-2	11
N#Cc1c(NC(=O)C2CC(c3c(F)cccc3Cl)=NO2)sc2c1CCC2 (stereo not drawn)	-1.4	-3.0	-10	24	94	-1	-20	-2	-17
CCOc1cccc(NC(=O)c2ccc(S(=O)(=O)N3CCCC3)cc2)c1	/	/	/	-2	102	/	6	10	/
Cc1cc(F)ccc1S(=O)(=O)N1CCCOC1CNC(=O)C(=O)NCCc1c[nH]c2ccccc12 (stereo not drawn)	-2.4	-1.0	-21	30	91	7	0	-3	-5
Cc1ccc(C2C(C(=O)c3cccs3)=C(O)C(=O)N2c2ccc(S(N)(=O)=O)cc2)cc1 (stereo not drawn)	0.9	0.3	-21	6	/	-9	3	/	24
O=C1CN(CC(=O)Nc2cccc(Cl)c2Cl)c2ccccc2N1	-4.3	-1.7	7	-6	92	-6	11	-3	-1
COc1ccc(OC)c(/C=N/NC(=O)C(=O)NCc2cccnc2)c1	-3.0	-3.2	-11	10	85	-5	29	-12	7
CCN(CC)c1ccc(NC(=O)c2ccccc2OCC(=O)OC)cc1	6.7	-3.5	1	14	95	-9	-4	2	2
COc1ccccc1NC(=O)Nc1ccc(CC#N)cc1	-1.4	-2.3	-4	1	101	1	-12	6	-8
Cc1c(C(=O)C(=O)N2CC=C(c3ccccc3)CC2)c2ccccc2n1C	-1.0	-0.3	-20	23	99	3	4	-1	-11
CN(C)/C=C/c1c(C#N)c(=O)ncn1Cc1ccccc1	-2.5	-2.5	1	16	109	-2	24	2	2
O=[N+]([O-])c1cc(C(F)(F)F)ccc1NCCc1ccncc1	-0.8	-2.1	-12	18	101	-11	4	3	11
O=C(CCS(=O)(=O)c1ccccc1)Nc1nnc(-c2ccco2)o1	-0.8	0.8	-7	10	101	-3	13	0	4
COc1cc(OC)cc(-c2cc3nc(C4CCN(C(=O)OC(C)(C)C)CC4)cc(=O)n3[nH]2)c1	-2.3	-4.8	-8	20	100	-9	-9	4	-2
COc1ccc(N(CC(=O)Nc2ccccc2C(=O)N2CCOCC2)S(=O)(=O)c2ccc(F)cc2)cc1	-0.3	-2.4	-22	29	103	2	4	-2	-3
CCOC(=O)c1ccc[n+](C(C)C(=O)c2ccc(-c3ccccc3)cc2)c1 (stereo not drawn)	1.6	-2.2	-4	26	111	1	7	5	-86
COc1ccc(-c2csc(NC(=O)CCS(=O)(=O)c3ccccc3)n2)c(OC)c1	-1.6	-2.5	-23	9	98	-1	-19	-2	-14
CSCCC(NC(=O)c1ccccc1)c1nc(-c2ccccc2)no1 (stereo not drawn)	-2.0	-4.0	-6	8	114	-6	-42	7	3
CC(=O)NC(C)C(=O)OCc1ccc(Cl)cc1Cl (stereo not drawn)	-2.9	-2.4	-4	25	100	1	-8	-1	3
CCOC(=O)c1sc(NC(=O)/C=C/c2cnn(C)c2C)c(C(=O)OC(C)C)c1C	0.9	-0.4	-4	36	101	-7	7	-1	-1
CCCS(=O)(=O)c1c(S(=O)(=O)CCC)c2c(N)cccn2c1C(=O)c1ccccc1	-3.0	-5.1	-21	13	102	-23	9	6	9
CCOC(=O)c1c(S(=O)(=O)NCC(=O)Nc2cccc(C)c2)c(C)n(C)c1C	-0.5	-1.1	-29	-4	96	3	/	-2	10
O=C1CCCc2c1nn(-c1ccccc1)[n+]2[O-]	-3.1	0.3	-1	-7	96	-4	3	-6	9
O=C(O)c1cccc(NC(=O)c2cn(-c3ccccc3)nc2-c2ccc([N+](=O)[O-])cc2)c1	-1.4	-0.6	-18	-17	99	1	11	0	-38
CC(C)(C)c1ccc(C(=O)NC(=S)NCc2ccco2)cc1	-2.8	-3.3	-17	7	113	7	-8	8	15
Cc1ccc(CNC(=O)c2cc(S(=O)(=O)N3CCOCC3)cn2C)cc1	-0.6	-1.4	-12	5	95	-7	9	-9	10
O=C(N/N=C/c1ccco1)C1CC1(c1ccccc1)c1ccccc1 (stereo not drawn)	-3.5	-2.2	-14	15	104	5	8	7	3
O=C(O)C1Nc2c(O)cc(Cl)c([N+](=O)[O-])c2C2C=CCC12 (stereo not drawn)	2.6	-4.2	4	-11	87	14	99*	-3	70*
CC(C)(C)NNC(=S)Nc1ccc(S(=O)(=O)N2CCOCC2)cc1	-3.0	-3.2	5	4	94	11	14	-4	-7
CCCCN(C(=O)c1ccco1)c1nnc(-c2cc(OC)c(OC)c(OC)c2)s1	-3.2	-0.8	5	1	104	0	-2	4	0
CC(CN1CCCCC1)NC(=O)c1cc(-c2ccccn2)nc2ccc(Cl)cc12 (stereo not drawn)	-3.9	-1.9	1	-14	110	1	16	4	-5
CC(C)(C)c1[nH]ncc1[N+](=O)[O-]	0.4	-3.0	10	-13	115	3	15	1	6
O=C(Nc1ccccc1)C1=C[C@@H](c2ccc(Br)cc2)C[C@@H](OCc2ccc(CO)cc2)O1	-2.1	-0.8	-19	16	106	1	-2	2	-15
C=CCc1ccc(OCC(O)CN2CCN(Cc3ccc(Cl)cc3)CC2)c(OC)c1 (stereo not drawn)	-2.9	-0.9	9	44	103	0	-18	-1	-49
CCNC(=O)C1CC(=O)N(Cc2ccc3c(c2)OCO3)C(=Nc2ccc(F)cc2)S1 (stereo not drawn)	-3.0	-0.8	6	-7	105	-1	9	4	-2
COc1cccc(S(=O)(=O)N2CCN(c3ccccc3F)CC2)c1	-1.8	-7.2	-11	15	97	0	9	-1	11
Cc1cc(C)n2c(SCC(=O)Nc3ccccc3)nnc2n1	-1.3	-4.4	-1	26	104	4	16	3	5
CCOc1ccc(-n2c(SCC(=O)NC)nnc2-c2ccco2)cc1	1.1	-3.5	-14	11	107	-10	15	16	4
OCCNCCCCOc1cccc(Br)c1	-1.5	-1.9	2	31	97	-3	24	0	-1

Following part
SMILES	VIM-2 inhibitor	IMP-1 inhibitor	FID counter	NALP1 yeast inh	MEKK2 WT-MEK5	M18AAP inhibitor	UBC9 SUMO inh	MEKK2mut PB1 HTS	NS3 helicase inh
Cc1ccc(S(=O)(=O)N2C(=O)CCC2C(N)=O)cc1 (stereo not drawn)	-2.7	-4.0	-2	-1	104	-3	8	5	9
Cn1c(C(=O)O)c(CC(=O)Nc2ccc(F)cc2F)c2ccccc21	0.8	-2.3	-27	11	102	-19	22	2	21
O=C(CCCc1ccccc1)NC12CC3CC(CC(C3)C1)C2	-3.5	-3.5	-31	6	95	4	7	0	-6
FC(F)(F)c1cnc(Nc2ccc(N3CCOCC3)cc2)c(Cl)c1	1.0	-2.2	-11	-8	107	-20	10	6	-9
O=C(O)CN1CCN(Cc2ccc(F)cc2)C1=O	-2.8	-1.2	-2	4	111	-6	25	10	8
Cc1cc(C)cc(-n2ccnc2SCC(=O)O)c1	4.9	-0.3	-7	12	/	-7	1	/	0
O=C(NCCOc1ccccc1)c1cc(S(=O)(=O)N2CCOCC2)ccc1F	1.8	0.7	-20	5	102	-7	1	2	4
COc1ccc(Cn2nc(C)n(N(C)c3ncc(C(F)(F)F)cc3Cl)c2=O)cc1	-6.0	-4.9	-27	30	109	0	-9	11	-6
COc1cc(NS(=O)(=O)c2ccc(N/C=C(\C#N)c3nc4cc(Cl)ccc4o3)cc2)nc(OC)n1	-2.4	-7.1	-18	7	89	8	40	-19	22

With a hit mark in MEKK2 WT-MEK5 (from the list above):
mol	VIM-2 inhibitor	IMP-1 inhibitor	NALP1 yeast inh	MEKK2 WT-MEK5	M18AAP inhibitor	UBC9 SUMO inh	MEKK2mut PB1 HTS	NS3 helicase inh
CCN(CC)S(=O)(=O)c1cccc(-c2nnc(SCC(=O)NC)n2N)c1	-2.8	-2.9	3	7.0*[inhibitor]	4	12	-17	4
